Dynein cargo inh – inhibitors of GR-EGFP nuclear translocation, primary screen, dynein cargo transport inhibitor project, imaging, high-content, 3617.4 mouse cells; AID 1381, 2008; test concentration mostly 20 µM; stimulated with dexamethasone, 1 µM; stronger effect = lower value; z-score, hits read low; actives 0.47% (n = 220,000);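 active = plate z-score of nuclear minus cytoplasmic receptor signal below a set negative limit, without overly bright fluorescence or cell loss, cut at about -3.5 in these data, passing the limit was not always enough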;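 note: z-score of nuclear minus cytoplasmic ring GR-EGFP intensity difference per well; some compounds called inactive have numbers as strong as hits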
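Schedule: 48 h induction, then 1 h compound, then 30 min agonist, 37 °C. Buffer or medium: tetracycline-free induction medium containing charcoal-stripped FBS. Reagent: 1.0 µM final dexamethasone stimulus. Evaluation: nuclear versus cytoplasmic GR-EGFP signal, averaged per well. Signal: high-content fluorescence imaging after fixation.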
b-catenin transl – modulators of beta-catenin nuclear translocation, primary screen, imaging, HeLa cells, immunofluorescence, high-content; AID 1665, 2009; nuclear translocation activity, % at 5 µM; actives 0.3% (n = 190,000);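 active = nuclear translocation activity above 50% at 5 µM, with a well cell count of 50 or more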;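 note: per-cell ratio of nuclear to cytoplasmic median beta-catenin stain intensity; plate controls were DMSO negative control for no effect and GSK-3 inhibitor IX positive control for full effect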
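Test system: HeLa cells, endogenous beta-catenin; Compound: single 5 µM dose plus 0.02–20 µM confirmation series; Times: compound exposure 24 h at 37°C; Signal: fluorescence imaging of beta-catenin antibody stain plus DAPI; Read-out: % activation, nuclear-to-cytoplasmic median beta-catenin signal ratio per cell.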
T cell modulator – modulators of CD8 T cell-vesicle binding, primary screen, mouse 2C CD8+ T cells, flow cytometry. calls only at 7 µM. 2C CD8+ T cell-vesicle binding; stronger effect = lower value. actives 0.068% (n = 330,000). AID 2052, 2009;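 active = response, share of CD8 T cells binding vesicles, and their 90th percentile fluorescence all below set limits, cut at about 80% in these data, passing the limit was not always enough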
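Also added: QL9-peptide-loaded Drosophila micro-vesicles bearing Ld, ICAM-1 and B7-1; Test system: purified 2C TCR transgenic mouse naive CD8+ T cells; Measured by: cytometric PE anti-B7-1 and Alexa647 anti-CD8 signals after 1% paraformaldehyde fixation; Timing: binding step 1.5 h, 37 °C, antibody labelling 20 min, ice.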
P. falciparum M17LAP – P. falciparum M17LAP inhibitors, primary screen, biochemical, fluorogenic H-Leu-NHMec substrate, 1536-well (AID 1619); Leucine aminopeptidase (Plasmodium falciparum (isolate 3D7)); recombinant M17LAP, H-Leu-NHMec fluorogenic kinetic assay; higher % means a stronger effect; one-dose inhibition, % at 30 µM; IC50 in µM for titrated hits; actives 0.38% (n = 220,000);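 active = compound inhibiting the enzyme by more than half at any dose during confirmatory dose-response retesting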;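 note: plate controls were full reaction with DMSO carrier for no effect and no enzyme background for full effect; strong numbers were not always called active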
Autophagy HCS – autophagy modulators in MEF cells, primary screen, imaging, high-content, MEF GFP-LC3; AID 463193, 2010; calls only at 10 µM (by protocol); actives 0.98% (n = 190,000); MEF GFP-LC3 puncta imaging; test concentration mostly 10 µM;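 active = percentage of spot-positive cells more than 3 SD above its plate mean, without a fluorescence outlier flag or 80% toxicity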;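 note: spot-positive cell cutoff set from DMSO-treated cells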
Yfh1-depleted yeast – enhancers of respiration in Yfh1-depleted yeast, dose response, Friedreich's ataxia, plus single-dose screen (AID 1465); fold induction at 50 µM, or EC50 in µM where a hit was titrated; actives 0.074% (n = 220,000); S. cerevisiae Yfh1-off respiration, WST-1 reduction, 72 h; higher fold induction means a stronger effect;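 active = fold induction of absorbance versus untreated yeast above a set limit, then at least 30% activation at any dose in follow-up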;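 note: activators that raise dye reduction in frataxin-depleted yeast; strong numbers were not always called active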
MT stabilize HCS – microtubule stabilizers in HeLa cells, primary screen, imaging, high-content imaging; % tubulin-high responders, % at 10 µM; AID 2205, 2009; actives 0.83% (n = 200,000); HeLa tubulin immunostaining HCS, 24 h; share of cells brighter than vehicle mean+2SD;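 active = plate Z-score above 3 for both tubulin-high and condensed-nucleus cell shares, with cell loss under 80%, at 10 µM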;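 note: anti alpha tubulin signal scored within the nucleus-defined area of each cell; some results filed as inactive read as strong as hits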
WT yeast gro inh – growth inhibition of WT strain, primary screen, mitochondrial fusion inhibitor project, WT and mutant strains, chemical genetic; mitochondrial fusion phenotypic screen; inhibition, % at 10 µM; actives 2.1% (n = 190,000); in the data active = inhibition above about 58%; tested in S. cerevisiae
M1AAP inhibition – P. falciparum M1AAP inhibitors, biochemical, fluorogenic H-Leu-NHMec substrate, 1536-well (AID 1445); Aminopeptidase N (Plasmodium falciparum (isolate 3D7)); recombinant M1AAP, H-Leu-NHMec fluorogenic kinetic assay; higher % means a stronger effect; inhibition, % at 30 µM; hits with a dose series show IC50 in µM; actives 0.42% (n = 220,000);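 active = primary inhibition above the hit cutoff, then over 50% inhibition at one or more dose response concentrations, cut at about 23% in these data, passing the limit was not always enough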;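 note: plate controls were DMSO full reaction for no effect and no enzyme background for full effect; strong numbers were not always called active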
WT yeast gro inh mutant strain – second read-out of WT yeast gro inh, no call of its own (marks repeat the call); inhibition, %; mitochondrial fusion phenotypic screen, mutant strain inhibition
Dynein cargo inh cytoplasmic EGFP – second read-out of Dynein cargo inh, no call of its own (marks repeat the call); z-score; measured here: cytoplasmic GR-EGFP intensity; stronger effect = higher value
Dynein cargo inh nuclear GR-EGFP – second read-out of Dynein cargo inh, no call of its own (marks repeat the call); z-score; measured here: nuclear GR-EGFP intensity;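 lower value marks the stronger effect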
Dynein cargo inh cell count – also measured in Dynein cargo inh; calls as there; z-score; measured here: cell count per field
b-catenin transl cell count 5 µM – also measured in b-catenin transl; calls as there; cell count; measured here: cell count, cytotoxicity flag
T cell modulator vesicle-bound % – further read-out of T cell modulator, marked with its call; double positive events, %; measured here: CD8+ vesicle-bound cell fraction;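 binding gate set so that unloaded-vesicle control wells show 10% double positive cells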
MT stabilize HCS Hoechst-high % – second read-out of MT stabilize HCS, no call of its own (marks repeat the call); % Hoechst-high responders; measured here: nuclear condensation Hoechst responders;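 share of cells brighter than vehicle mean plus two SD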
MT stabilize HCS cytotoxicity % – recorded beside MT stabilize HCS, whose call it bears; toxicity, %; measured here: cytotoxicity by cell density;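 0% = mean cell density of plate MIN control wells and 100% = no cells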
Autophagy HCS cell loss 18 h – also measured in Autophagy HCS; calls as there; toxicity, %; measured here: cell loss, nuclei count;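 cell loss after 18 h compound exposure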
Active calls of the source: *; i = inactive; · = not tested or not shown.

Second line of a record: Dynein cargo inh, Dynein cargo inh cytoplasmic EGFP, Dynein cargo inh nuclear GR-EGFP, Dynein cargo inh cell count, b-catenin transl, b-catenin transl cell count 5 µM, T cell modulator, T cell modulator vesicle-bound %, P. falciparum M17LAP, Autophagy HCS, Autophagy HCS cell loss 18 h, Yfh1-depleted yeast, MT stabilize HCS, MT stabilize HCS Hoechst-high %, MT stabilize HCS cytotoxicity %, WT yeast gro inh, WT yeast gro inh mutant strain, M1AAP inhibition
CCCCCc1nnc(NC(=O)Cc2ccc([N+](=O)[O-])cc2)s1
  -0.289, -0.0721, 0.0331, 0.115, -0.1, 1038, i, 29.2, 7.1%, i, -4.0, i, 1.8, 1.7, 9.7, 6.8, -0.1, 1.6%
COc1cccc(-n2nnnc2SCC(=O)NCc2ccco2)c1
  0.893, -0.245, 0.823, 0.729, 0.3, 1021, i, 34.8, -10.3%, i, 2.2, i, 3.1, 1.5, 68.1, -7.7, 5.0, 6.3%
COc1ccccc1N1CCN(C(=O)c2c(C)noc2C)CC1
  -0.39, -0.206, -0.212, 0.326, -3.4, 1167, i, 42.0, 11.1%, ·, ·, i, ·, ·, ·, ·, ·, 5.0%
O=C(N/N=C/c1cccc(C(F)(F)F)c1)c1ccccc1O
  -0.41, -0.339, 0.0387, 0.0401, -0.3, 1148, i, 18.0, 5.2%, i, -10.4, i, 7.5, 2.4, 8.2, -17.9, 11.7, 5.0%
CCCCN1C(=O)C(NC(=O)CC(C)C)(C(F)(F)F)C2=C1CC(C)(C)CC2=O (stereo unspecified)
  -0.264, -0.213, 0.31, 0.239, 1.4, 1301, i, 25.4, -15.4%, i, -21.6, i, 2.2, 1.4, 4.2, 3.6, -29.7, 2.2%
Cc1ccc(-n2nnnc2-c2cnn(-c3cccc(F)c3)c2C(F)(F)F)cc1
  0.207, -0.194, 0.248, -0.0796, -0.9, 1216, i, 16.3, -11.6%, i, 7.5, i, 3.7, 2.5, 5.4, 22.0, -6.2, 2.2%
Cc1ccc(Nc2nc(-c3c(C)nc4ccccn34)cs2)cc1
  0.32, -0.184, 0.554, 0.0266, 111.8*, 829*, i, 22.7, 1.6%, i, 48.0, i, 16.9*, 42.0*, 32.4*, 70.9*, 68.5*, 15.5%
COc1ccc(C2C=C(C34CC5CC(CC(C5)C3)C4)NC(=S)N2)cc1OC (stereo unspecified)
  -0.239, -0.255, -0.203, 1.07, -2.8, 1113, i, 47.1, 2.1%, i, 9.5, i, 3.3, 2.4, 10.6, 39.8, 1.6, 4.3%
O=C(CSc1nc2ccccc2[nH]1)Nc1c(F)cccc1F
  -0.215, -0.219, -0.922, 0.0766, -0.1, 1387, i, 50.2, -2.1%, i, 0.5, i, 3.0, 2.3, 6.4, -8.2, -6.9, 1.2%
COCCSc1ccccc1C(=O)NCCc1ccccc1
  -0.484, -0.298, 0.101, 0.0302, 1.0, 1551, i, 24.5, 1.7%, i, 8.4, i, 1.8, 3.2, 5.1, -5.7, 9.3, 2.8%
O=C1CCc2cc(S(=O)(=O)N3CCC(C(=O)NC4CCCCCCC4)CC3)ccc2N1
  -0.762, -0.22, -0.33, 0.717, ·, ·, i, 36.4, 4.3%, i, 3.6, i, 3.2, 2.7, 5.7, 13.0, 12.2, 17.3%
O=Cc1ccc(OC(=O)C2CC(=O)N(c3ccc(F)cc3)C2)cc1 (stereo unspecified)
  -0.922, -0.24, -0.494, 1.17, ·, ·, i, 56.6, -9.3%, i, -2.5, i, 3.3, 2.3, 7.0, 5.3, 10.4, 9.3%
O=C(O)c1cccc2cccnc12
  -0.777, -0.247, -0.462, 0.541, ·, ·, i, 55.1, 3.3%, i, 4.0, i, 3.0, 1.6, 3.9, -15.1, -3.0, 1.6%
Cc1sc(-c2ccncc2)nc1OC(=O)c1ccc(Cl)cc1
  -0.724, -0.265, -0.541, 0.909, -2.2, 974, i, 20.8, 1.2%, i, -0.6, i, 3.2, 2.1, 8.0, -10.9, -7.2, 4.2%
O=C(NC(=S)Nc1nc2c(s1)CSc1ccccc1-2)c1ccccc1
  -3.55*, 2.42*, -1.7*, 1.06*, -1.3, 1180, i, 40.7, 10.9%, i, -2.5, i, 2.0, 1.4, 9.1, 82.6*, 71.2*, 10.8%

(continued)
Second line of a record: Dynein cargo inh, Dynein cargo inh cytoplasmic EGFP, Dynein cargo inh nuclear GR-EGFP, Dynein cargo inh cell count, b-catenin transl, b-catenin transl cell count 5 µM, T cell modulator, T cell modulator vesicle-bound %, P. falciparum M17LAP, Autophagy HCS, Autophagy HCS cell loss 18 h, Yfh1-depleted yeast, MT stabilize HCS, MT stabilize HCS Hoechst-high %, MT stabilize HCS cytotoxicity %, WT yeast gro inh, WT yeast gro inh mutant strain, M1AAP inhibition
CC(C)(C)C1CCc2c(sc3ncn(N)c(=N)c23)C1 (stereo unspecified)
  0.795, -0.244, 0.5, -0.0864, 1.1, 1225, i, 51.7, 6.5%, ·, ·, i, ·, ·, ·, ·, ·, 4.7%
COc1ccc(/C=N/NC(=O)CN(C2=NS(=O)(=O)c3ccccc32)c2ccccc2)cc1
  -0.507, -0.328, -0.693, 0.975, ·, ·, i, 43.8, 10.3%, i, -12.6, i, 3.9, 3.7, 8.5, -7.0, -4.4, 7.6%
CC(=O)N(CCCCN1C(=O)c2ccccc2C1=O)c1ccc(C)cc1
  0.219, -0.271, 0.225, 0.102, ·, ·, i, 23.8, -1.2%, i, -4.4, i, 3.6, 2.2, 1.5, -11.1, -11.9, 1.1%
O=C(O)CC(SCC(=O)Nc1ccc(Cl)c(S(=O)(=O)N2CCOCC2)c1)C(=O)O (stereo unspecified)
  0.651, -0.159, 0.507, -0.948, 1.8, 1266, i, 26.0, 17.6%, ·, ·, i, ·, ·, ·, ·, ·, -4.3%
Cc1cc(C)c2nc(SCC(=O)N3CCCCC3)c(C#N)cc2c1
  0.021, -0.182, 0.396, -0.746, -6.9, 1034, ·, ·, -6.0%, i, 0.7, i, 4.8, 2.9, 5.7, -13.2, 12.2, 7.0%
CCCCC(=O)NC1(C(F)(F)F)C(=O)N(CC(C)C)C2=C1C(=O)CC(C)(C)C2 (stereo unspecified)
  1.13, 0.00286, 1.27, -0.311, 0.7, 1374, i, 13.3, -2.0%, i, 24.1, i, 3.9, 1.6, 4.2, -0.1, 0.7, -7.6%
COC(=O)Cn1cnc2c(C#N)c3n(c2c1=O)CCCCC3
  -0.0468, -0.219, -0.0635, 1.6, -1.3, 1081, i, 30.3, -9.8%, i, -9.2, i, 4.3, 1.9, 2.8, 6.1, 7.1, 1.7%
CC1(C)C(C#N)=C(N)Oc2c1c(=O)oc1ccccc21
  2.02, -0.625, 0.945, -1.79, 2.9, 1182, i, 28.2, ·, ·, ·, i, ·, ·, ·, ·, ·, ·
CSc1ccc(/C=C(/NC(=O)c2ccc(C)cc2)C(=O)Nc2cccc(C)c2)cc1
  0.33, -0.3, -0.259, -0.0124, ·, ·, i, 41.4, 3.5%, i, 4.9, i, 4.5, 1.7, 2.8, 8.3, -6.2, -1.2%
O=C(NC(=S)Nc1ccc(CN2CCOCC2)cc1)c1ccco1
  0.531, -0.239, 0.234, 0.111, -1.0, 1140, i, 28.5, -0.7%, ·, ·, i, ·, ·, ·, ·, ·, 0.7%
CCc1cccc(NC(=O)C2CCN(S(=O)(=O)c3c(C)noc3C)CC2)c1
  -0.0776, -0.293, 0.00105, 0.842, -2.0, 1034, i, 41.7, 5.9%, i, 30.2, i, 2.0, 0.9, 6.2, -5.8, 11.7, 1.3%
C/C(=N/NC(=O)CNC(=O)c1ccncc1)c1ccco1
  -1.19, -0.258, -0.555, 1.63, -0.9, 1346, i, 24.4, 17.7%, ·, ·, i, ·, ·, ·, ·, ·, 0.0%
CC(C)N1CCC(=NNC(=O)c2ccccc2[N+](=O)[O-])CC1
  -0.584, -0.226, -0.46, 1.83, ·, ·, i, 35.8, -0.2%, i, -9.3, i, 2.2, 1.6, 5.6, -1.9, -16.4, 6.3%
CCCCOc1ccc(-c2nnc(N)s2)cc1
  -0.673, -0.254, 0.512, 0.15, -0.7, 482, i, 36.6, -7.4%, i, 19.0, i, 2.5, 2.4, 8.9, -8.6, 0.0, 1.8%

Screens: PubChem BioAssay, several laboratories
